# PLAP inhibitors HTS – inhibition of human placental alkaline phosphatase – biochemical, luminescence, HTS (AID 690) | purified PLAP, luminescent substrate; higher % means a stronger effect | inhibition, % at 20 µM, or IC50 in µM where a hit was titrated | actives 0.08% (n = 96,000); in the data active = a potency from the dose series; inactive = the rest, 99 in 100 with inhibition below about 30%; also: strong numbers were not always called active
# NFkB transloc inh – blocks IL-1B driven NFkB nuclear translocation in HUVEC cells. HUVEC IL-1B NFkB p65 nuclear translocation imaging. inhibition, % at 2 µM. actives 0.43% (n = 94,000). AID 796;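 active = inhibition above about 30% together with a positive call from visual inspection of the well image, limit read from the data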;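 also: nuclear over cytoplasmic p65 intensity ratio measured by imaging; 0% = IL-1B stimulated DMSO wells and 100% = unstimulated DMSO wells; values of inactives mirror those of a sister screen read the other way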
# NFkB transloc pot – enhances IL-1B driven NFkB nuclear translocation; actives 0.3% (n = 94,000); AID 819; HUVEC IL-1B NFkB p65 nuclear translocation imaging; activation, % at 2 µM;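 active = activation above 40%, about the mean plus 3 SD, also judged a hit on visual image review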;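 also: percent activation is computed from the nuclear over cytoplasmic p65 intensity ratio; values of inactives mirror those of a sister screen read the other way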
# Bcl-B displacement – displacers of TR3 peptide from Bcl-B, primary screen, selectivity assay for Bfl-1 inhibitor project, biochemical, fluorescence polarization | one-dose displacement, % at 20 µM; IC50 in µM for titrated hits | actives 0.11% (n = 96,000) | FP displacement of FITC-TR3 peptide from Bcl-B; higher % means a stronger effect | AID 748;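 active = displacement above 50% at 20 µM plus a fluorescence interference ratio under 1.5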;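 also: plate controls were wells without compound for no effect and wells lacking Bcl-B protein for full effect; a part of the inactive calls stands beside numbers as strong as those of hits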
# MRP resist rev – reverses drug resistance mediated by MRP; AID 602; actives 0.04% (n = 85,000); differential viability (reversal), % at 10 µM; H69AR cells + 2 uM doxorubicin, CellTiter-Glo, 72 h;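 active = viability drop by adding the cancer drug above about 55%, with treated viability meeting a 40% cutoff, limit read from the data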;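 also: viability without doxorubicin minus viability with 2 µM doxorubicin for each compound; larger differential means the compound sensitizes cells more to doxorubicin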
# MRP resist rev cytotoxicity – further read-out of MRP resist rev, marked with its call; viability, %; H69AR cells, CellTiter-Glo, 72 h; measured here: cytotoxicity without doxorubicin
# MRP resist rev with doxorubicin – second read-out of MRP resist rev, no call of its own (marks repeat the call); viability, %; measured here: viability with 2 uM doxorubicin; active compounds read low
# NFkB transloc inh cell count 2 µM – recorded beside NFkB transloc inh, whose call it bears; cell count; measured here: cells passing quality filter;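 raw number of nuclei counted in each imaged well without normalization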
# NFkB transloc pot cell count 2 µM – recorded beside NFkB transloc pot, whose call it bears; cell count; measured here: cells passing quality filter
# * = called active by the depositor; nt = not tested or not shown. Some of the compounds tested; count on the stated rates, not on these rows.
SMILES,PLAP inhibitors HTS,NFkB transloc inh,NFkB transloc inh cell count 2 µM,NFkB transloc pot,NFkB transloc pot cell count 2 µM,Bcl-B displacement,MRP resist rev,MRP resist rev cytotoxicity,MRP resist rev with doxorubicin
CC(=O)N1CCN(c2ccc(NCc3ccc(C)cc3)cc2)CC1,-42%,16,83,-16,83,10%,9,94,85
CCc1nnc(NC(=O)CSc2nnc(-c3ccoc3C)n2-c2ccccc2)s1,-51%,0,150,0,150,-13%,nt,nt,nt
CCOc1ccc(NC(=O)c2oc3ccccc3c2NC(=O)CC)cc1,-4%,-14,133,14,133,-2%,-23,64,87
O=C(Nc1ccccc1)c1ccc(NCc2cccnc2)c(S(=O)(=O)N2CCOCC2)c1,-38%,3,143,-3,143,-10%,-6,74,80
CCCc1cc(=O)n2[nH]c(SCc3ccccc3)nc2n1,-13%,-5,85,5,85,-2%,-4,80,84
Cc1cc(C(=O)COC(=O)c2cccs2)c(C)n1-c1c(C)n(C)n(-c2ccccc2)c1=O,-39%,-12,98,12,98,15%,1,104,103
CC(=O)NC1CCC(C(=O)O)(c2ccccc2)C1 (stereo not given),16%,3,170,-3,170,-2%,-1,98,98
Nc1nc(-c2ccccc2)nc(-c2ccccc2O)n1,nt,-9,146,9,146,nt,nt,nt,nt
COC(=O)C(CCSC)NC(=O)C(NC(=O)C1CCC(C)CC1)C(C)C (stereo not given),-6%,6,127,-6,127,-4%,4,100,96
COCCOC(=O)c1[nH]c2c(c1C)C(=O)CC(c1ccc(N(C)C)cc1)C2 (stereo not given),-30%,7,134,-7,134,-9%,8,87,79
CC(C)OCC(O)CN1CCN(CC(O)COc2ccc3c(c2)OCO3)CC1 (stereo not given),-28%,-2,107,2,107,-1%,27,99,72
O=C(CSc1nc(N2CCCCC2)nc(N2CCCCC2)n1)N1CCc2ccccc21,-19%,-4,141,4,141,-9%,-5,82,87
C=CCn1c(C)cc(C(=O)CSc2n[nH]c(N)n2)c1C,-174%,1,175,-1,175,1%,-8,91,99
CSc1nncc(/C(C)=N\Nc2ccccc2)n1,5%,-8,192,8,192,57%,nt,nt,nt
COCCOC(=O)c1c(C)n(C)c2ccc(OC(=O)N3CCOCC3)cc12,-47%,-15,175,15,175,-3%,-3,85,88
CCc1ccccc1S(=O)(=O)Cc1ccc(C(=O)NCC2CCCO2)o1 (stereo not given),-2%,13,173,-13,173,1%,-8,74,82
COc1ccc(C2NC3=C(CCC3)C3(C#N)C(OC)(OC)N=C(N)C23C#N)cc1 (stereo not given),nt,-4,110,4,110,13%,12,92,80
CC1(C)Cc2ccccc2C(=NCCCCCC(=O)O)N1,nt,-6,144,6,144,nt,-5,105,110
COc1ccc(C(=O)/C=C\N2CCOCC2)cc1,-19%,0,150,0,150,-4%,5,91,86
O=C(CSc1nnc(-c2ccco2)o1)c1ccccc1,-9%,-8,180,8,180,-12%,7,98,91
COC(=O)CCC(=O)Nc1nnc(C(F)(F)F)s1,11%,-19,186,19,186,2%,14,97,84
C=CCOc1cccc(CNn2cn[nH]c2=S)c1,8%,3,141,-3,141,-10%,nt,nt,nt
CC1CCN(C(=O)C2Cc3ccccc3CN2S(=O)(=O)c2ccc(F)cc2)CC1 (stereo not given),11%,11,203,-11,203,13%,-4,73,77
CCCCNCCCCOc1ccccc1,4%,nt,nt,nt,nt,-3%,4,94,90
O=C(CN1CCN(C2CCCCC2)CC1)c1ccc2cc[nH]c2c1,14%,8,32,-8,32,5%,1,88,87
COc1ccc(NC(=O)CN(C)S(=O)(=O)c2ccccc2)c([N+](=O)[O-])c1,17%,3,108,-4,144,-34%,nt,nt,nt
COc1nn(CC(=O)N2N=C(C)CC2(O)C(F)F)cc1[N+](=O)[O-] (stereo not given),nt,-6,150,6,150,nt,4,96,92
Cc1ccc(C2=Nc3ccccc3NC(C)(c3ccc(C)o3)C2)o1 (stereo not given),-32%,-16,100,16,100,19%,-19,37,57
C(=C\c1ccccc1)/C=N/Nc1nc(N2CCOCC2)nc(N2CCOCC2)n1,-2%,-1,84,1,84,-3%,nt,nt,nt
Cc1n[nH]c(=S)n1/N=C/c1ccccc1OCc1ccc(Cl)cc1,3%,-4,202,4,202,-4%,nt,nt,nt
CC(C)N(Cc1nc(-c2ccccc2)no1)C(=O)c1ccc2c(c1)OCO2,6%,-19,135,19,135,0%,1,93,92
O=C(c1coc(=O)c(Br)c1)N1CCCc2ccccc21,-16%,nt,nt,nt,nt,18%,-2,-1,1
CCN(c1ccccc1)S(=O)(=O)c1cnc[nH]1,0%,nt,nt,nt,nt,2%,7,96,89
COc1ccc(N=c2oc3cc(O)ccc3cc2C(=O)NCC2CCCO2)c(OC)c1 (stereo not given),-1%,-3,107,3,107,11%,-17,64,81
O=C(OCc1cccs1)c1ccccc1NS(=O)(=O)c1ccc2c(c1)OCCO2,11%,-1,153,1,153,-5%,10,90,80
Cc1nc(C(F)(F)F)c(C(=O)NC(=O)Nc2ccc(OC(F)(F)F)cc2)s1,-5%,-12,135,12,135,0%,nt,nt,nt

# Entries of single compounds, quoted from the list. Values in the order: PLAP inhibitors HTS, NFkB transloc inh, NFkB transloc inh cell count 2 µM, NFkB transloc pot, NFkB transloc pot cell count 2 µM, Bcl-B displacement, MRP resist rev, MRP resist rev cytotoxicity, MRP resist rev with doxorubicin
# O=C(CN1CCN(C2CCCCC2)CC1)c1ccc2cc[nH]c2c1 is entered as 14%, 8, 32, -8, 32, 5%, 1, 88, 87
# C(=C\c1ccccc1)/C=N/Nc1nc(N2CCOCC2)nc(N2CCOCC2)n1 is entered as -2%, -1, 84, 1, 84, -3%, nt, nt, nt
# CCN(c1ccccc1)S(=O)(=O)c1cnc[nH]1 is entered as 0%, nt, nt, nt, nt, 2%, 7, 96, 89

# Following part.
SMILES,PLAP inhibitors HTS,NFkB transloc inh,NFkB transloc inh cell count 2 µM,NFkB transloc pot,NFkB transloc pot cell count 2 µM,Bcl-B displacement,MRP resist rev,MRP resist rev cytotoxicity,MRP resist rev with doxorubicin
COC(=O)c1ccc(NC(=O)C23CCC(C)(C(=O)O2)C3(C)C)cc1 (stereo not given),7%,-2,139,2,139,-9%,-1,105,106
Cc1nn(C(C)C(=O)N2CCc3ccccc32)c(C)c1[N+](=O)[O-] (stereo not given),5%,1,125,-1,125,-13%,nt,nt,nt
O=C(O)Cc1ccc2c(c1)N(S(=O)(=O)c1cccc(C(F)(F)F)c1)CC(C(=O)O)O2 (stereo not given),1%,-5,155,5,155,-17%,nt,nt,nt
Cc1cc(C)n(-c2nnc(C)n2/N=C/c2ccccc2O)n1,-4%,10,130,-10,130,-7%,-5,88,93
CN1CCCC(OC(=O)c2ccc3c(c2)OCCO3)C1 (stereo not given),-4%,-8,166,8,166,-4%,-10,94,104
O=C(CN(C(=O)c1ccco1)c1cccc(F)c1)NCc1ccc(F)cc1,-1%,7,102,-7,102,2%,9,103,94
Cc1cc(-c2cccnc2)c(C#N)c(SCC#N)n1,-20%,-28,152,28,152,-10%,-19,57,76
CCOC(=O)c1ccc(NC(=O)Cn2cc3c(n2)CCC(C)C3)cc1 (stereo not given),5%,-4,71,4,71,-5%,-6,90,96
O=C(Nc1nc2ccccc2n1Cc1ccc(Cl)cc1)c1ccco1,8%,nt,nt,nt,nt,-2%,-16,52,67
Cc1ccc(NC(=O)c2ccco2)cc1C,12%,-4,87,4,87,-6%,5,89,84
CC(C)CCNC(=O)Cn1c(=O)oc2cc(S(=O)(=O)N3CCc4ccccc43)ccc21,-14%,0,70,0,70,-2%,13,99,86
O=C(NCCCCc1ccccc1)C1CC(c2ccc([N+](=O)[O-])cc2)=NO1 (stereo not given),20%,-18,173,18,173,-9%,nt,nt,nt
c1ccc(Cc2cc(-c3ccccc3)on2)cc1,nt,-3,113,3,113,nt,7,102,95
Cc1ccc2nc(CSc3nnc(-c4ccco4)n3-c3ccccc3)cc(=O)n2c1,nt,-12,138,12,138,nt,-12,86,98
O=C(NCc1ccc(Cl)c(Cl)c1)c1cccnc1,-23%,-2,178,2,178,-10%,4,94,91
COc1ccc(Cl)cc1NC(=O)N(C)Cc1c(C)nn(C)c1C,-34%,-27,110,27,110,-4%,11,86,75
COc1ccccc1CN1CC(C(=O)NC2CCCCC2)CC1=O (stereo not given),-18%,-16,204,16,204,-7%,9,103,94
CN(C)C(=O)c1ccc(-n2nc(C(F)(F)F)c3c2CCCC3)cc1,-22%,4,170,-4,170,-13%,nt,nt,nt
Cc1sc2nc3c(C(=O)N4CCN(c5ccccn5)CC4)cccn3c(=O)c2c1C,2%,12,149,-12,149,-3%,nt,nt,nt
Cc1cc(C(=O)NC(C)C2CCCO2)cs1 (stereo not given),-4%,-2,96,2,96,2%,-7,91,98
O=C(O)c1cccc(S(=O)(=O)Nc2ccc3c(c2)OCO3)c1,14%,nt,nt,nt,nt,17%,-24,86,110
Cc1ccc(C)c(NC(=O)c2cc3c([nH]c4ccccc43)c(C)n2)c1,-23%,-13,127,13,127,-5%,nt,nt,nt
O=c1cc(CO)oc(C(Nc2ccccn2)c2ccsc2)c1O (stereo not given),-5%,-6,116,6,116,-16%,6,87,81
Cc1[nH]c(=O)[nH]c(=O)c1S(=O)(=O)N1c2ccc(F)cc2CCC1C (stereo not given),-31%,2,166,-2,166,-2%,nt,nt,nt
Cc1ccc(S(=O)(=O)N2CCCC(C(=O)NCc3cccnc3)C2)cc1Cl (stereo not given),-46%,1,105,-1,105,-4%,11,84,74
Clc1cccc(Cl)c1CNC1CCCC1,-15%,-5,149,5,149,2%,nt,nt,nt
Cc1nc(SCC(=O)NCCc2ccccc2)n[nH]1,-84%,-7,105,7,105,-10%,-3,100,103
CCc1ccccc1NC(=O)C1C(c2ccccc2)C1(Cl)Cl (stereo not given),20%,-18,156,18,156,-5%,nt,nt,nt
CC(C)=CCC/C(C)=C/CC/C(C)=N/O,-20%,-30,226,30,226,-8%,9,99,89
CCN(CC)c1ccc(-n2cc3c(=O)n(C)c(=O)n(C)c3c2)cc1,-67%,nt,nt,nt,nt,-6%,-20,55,76
Cc1ccccc1NC(=O)C1Cc2ccccc2C(=O)O1 (stereo not given),2%,-8,114,8,114,1%,4,102,98
O=C(Cn1[nH]c(=O)c2ccccc2c1=O)N1CC=C(c2ccccc2)CC1,19%,4,45,-4,45,-6%,9,82,73
Cc1cccc(N(C(=O)CCC(=O)Nc2ccccn2)C(C(=O)NC(C)C)c2ccc(O)cc2)c1 (stereo not given),-44%,2,189,-2,189,1%,1,88,88
COC(=O)c1c(C)nc2ccccc2c1C(=O)O,5%,-1,96,1,96,0%,-13,94,106
C=CCOc1nc2c(c(=O)n(C)c(=O)n2C)n1C,-5%,-1,23,1,23,-5%,nt,nt,nt
O=C(Nc1nnc(C2CCCO2)s1)c1cccs1 (stereo not given),-36%,37*,28*,-37,28,0%,-4,87,91
O=C(Cn1nnc(-c2ccccc2NC(=O)c2ccccc2F)n1)NCc1ccco1,-1%,1,100,-1,100,-2%,15,75,60
O=C(Cn1c(=O)oc2cc(S(=O)(=O)N3CCCC3)ccc21)N1CCN(C2CCCCC2)CC1,-47%,12,166,-11,166,-21%,-6,91,96
CC1=C(c2ccc(C)cc2)S(=O)(=O)N(CC(=O)O)C1=O,-10%,nt,nt,nt,nt,-10%,-10,87,98
CCOc1ccccc1N(C)C(=O)C1CCN(S(=O)(=O)c2cccc3nonc23)CC1,-54%,5,164,-5,164,0%,-1,93,94
Cc1cc(C=C2C(=O)c3ccccc3C2=O)c(C)n1-c1ccc(Cl)cc1,7%,-6,118,6,118,-29%,nt,nt,nt
Cn1c(-c2ccc3c(c2)OCO3)cnc1NCc1cccc(Cl)c1,16%,-7,138,7,138,-1%,-34,33,67

# Bioassay records as filed in PubChem.
